GPR151 activ: human GPR151 activation | 650,000 compounds, 1% hits | PathHunter beta-arrestin GPR151 cells, luminescence | activation, % at 11.2 µM | Q8TDV0; in the data active = activation above about 4.9%;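 note: 0% = median of compound wells and 100% = cells with positive control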
Target sequence (Q8TDV0 whole entry, looked up): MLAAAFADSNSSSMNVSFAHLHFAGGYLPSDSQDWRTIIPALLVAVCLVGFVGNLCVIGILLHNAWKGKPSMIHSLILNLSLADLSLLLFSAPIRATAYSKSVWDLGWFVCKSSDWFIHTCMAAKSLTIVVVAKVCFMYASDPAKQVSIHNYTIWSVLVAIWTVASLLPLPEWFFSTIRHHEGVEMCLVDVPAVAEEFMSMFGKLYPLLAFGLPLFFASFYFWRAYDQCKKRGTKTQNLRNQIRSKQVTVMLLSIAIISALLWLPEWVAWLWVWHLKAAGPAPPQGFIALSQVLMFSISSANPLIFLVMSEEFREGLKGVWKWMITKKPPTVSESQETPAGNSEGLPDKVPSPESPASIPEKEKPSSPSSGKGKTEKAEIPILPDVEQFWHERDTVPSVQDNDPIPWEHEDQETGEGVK
MITF primary: blocks human microphthalmia-associated transcription factor | O75030 | AlphaScreen MITF homodimerization, bead proximity signal | inhibition, % at 2.6 µM | 650,000 compounds, 0.91% hits; in the data active = inhibition above about 50%;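 note: 0% = vehicle wells with protein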
FBW7 act: human FBW7 E3 ligase activation, primary screen; 650,000 compounds, 0.13% hits; Q969H0; AlphaScreen FBW7–phospho-cyclin E peptide binding, activator screen; normalized activity (activation), % at 26.1 µM; in the data active = normalized activity above about 1.9%;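 note: purified mutant Fbw7 with reduced substrate affinity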
Target sequence (Q969H0 whole entry, looked up): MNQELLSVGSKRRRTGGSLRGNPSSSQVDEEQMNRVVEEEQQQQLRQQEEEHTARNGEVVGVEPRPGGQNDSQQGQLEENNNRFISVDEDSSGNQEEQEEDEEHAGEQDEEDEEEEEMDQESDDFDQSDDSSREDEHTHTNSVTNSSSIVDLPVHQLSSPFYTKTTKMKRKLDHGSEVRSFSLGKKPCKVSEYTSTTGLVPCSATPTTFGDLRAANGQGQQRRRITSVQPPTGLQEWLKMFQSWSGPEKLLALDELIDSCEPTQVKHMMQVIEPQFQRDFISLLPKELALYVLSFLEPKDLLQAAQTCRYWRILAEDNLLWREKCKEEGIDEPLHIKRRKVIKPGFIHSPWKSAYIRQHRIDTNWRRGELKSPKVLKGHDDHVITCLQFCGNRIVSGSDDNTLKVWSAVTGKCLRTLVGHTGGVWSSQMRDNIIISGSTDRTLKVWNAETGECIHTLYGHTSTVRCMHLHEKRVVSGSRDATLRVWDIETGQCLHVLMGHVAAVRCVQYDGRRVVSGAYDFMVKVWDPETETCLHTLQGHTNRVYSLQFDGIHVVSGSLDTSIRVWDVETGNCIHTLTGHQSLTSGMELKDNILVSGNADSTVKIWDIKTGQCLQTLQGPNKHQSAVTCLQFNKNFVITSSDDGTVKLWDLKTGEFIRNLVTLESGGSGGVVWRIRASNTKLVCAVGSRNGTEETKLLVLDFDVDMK
TEAD-YAP inh: TEAD-YAP interaction inhibition; inhibition, % at 9.12 µM; 640,000 compounds, 1.4% hits; AID 1259422; HEK-TIYL cells, TEAD-Gal4/YAP UAS-luciferase luminescence; in the data active = inhibition above about 32%;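 note: 0% = median of test compound wells and 100% = reference inhibitor wells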
Starred values were filed as active, the others as inactive.

SMILES	GPR151 activ	MITF primary	FBW7 act	TEAD-YAP inh
COc1cccc(N2C(=O)CN(C(=O)CN3CCc4ccccc4C3)CC2C)c1 (configuration not stated)	3.1	16	0.0	11
Cc1cc([N+](=O)[O-])ccc1NC(=O)CCCOc1ccc(Cl)cc1Cl	0.2	3	0.0	-1
COc1ccc(OC)c(NC(=O)c2ccc(C)c(I)c2)c1	2.6	1	-0.2	-11
COc1cccc(-n2cc(C(=O)NC(C)C(=O)O)c3ccccc3c2=O)c1 (configuration not stated)	0.2	13	0.0	4
O=C1OC(/C=C/c2cccc(Cl)c2Cl)=NC/1=C\c1ccc(F)cc1	-0.6	2	-0.1	-4
COC(=O)c1cc(C(=O)OC)cc(N2C(=O)c3ccc(Oc4cccc(N)c4)cc3C2=O)c1	1.1	10	0.5	15
NC(C(=O)Nc1ccc(-c2ccncn2)cc1)c1ccc(Cl)cc1 (configuration not stated)	0.2	25	0.0	-4
Cc1cccc(OCCNc2cc(N3CCCCC3)ccc2[N+](=O)[O-])c1	-0.8	19	0.1	-3
Cn1cc(C(=O)NCc2cccs2)c(=O)c2cc(S(=O)(=O)N3CCCC3)ccc21	0.6	6	0.0	-9
Cc1cc(OC(=O)Cc2cccc3ccccc23)c([N+](=O)[O-])c(=O)[nH]1	2.7	4	0.0	6
CN(C)CC(=O)N1c2ccccc2CCc2ccc(NC(N)=O)cc21	2.8	-6	0.1	-11
CCN(CC)C(=O)Oc1ccc2ccccc2c1	0.9	-9	-0.2	-50
COC(=O)CCCNC(=O)CC1C(=O)NCCN1Cc1ccc(Cl)c(F)c1 (configuration not stated)	0.1	-1	-0.1	3
COc1ccc(C(=O)NC(c2ccc([N+](=O)[O-])cc2)c2cc(Cl)c3cccnc3c2O)cc1 (configuration not stated)	-0.5	-1	-0.1	-2
CCN1CCCC1CNC(=O)NC1CC(=O)N(c2ccc(C)cc2)C1 (configuration not stated)	0.0	-2	0.0	-2
COc1cc(Nc2cc(Nc3ccc(NC(C)=O)cc3)ncn2)cc(OC)c1OC	2.5	10	0.1	-12
COC(=O)COc1ccccc1/C=C1\SC(=O)N(c2ccccc2OC)C1=O	0.8	-44	0.0	7
Cc1onc(-c2ccccc2Cl)c1C(=O)Nc1ncc([N+](=O)[O-])s1	-0.1	7	0.0	0
Cc1cc(OC(=O)C2COc3ccccc3O2)cc(C)c1Cl (configuration not stated)	0.0	-6	-0.2	-5
CC1(NC(=O)Cc2ccccc2F)CCS(=O)(=O)C1 (configuration not stated)	-1.7	8	0.3	3
CCCC(=O)NC(C(=O)OCC)(N1CCN(c2cc3c(cc2F)c(=O)c(C(=O)O)cn3CC)CC1)C(F)(F)F (configuration not stated)	-0.2	1	-0.1	0
CN(CCc1cnn(C)c1)Cc1cn(C)nc1-c1ccc2c(c1)OCCO2	0.8	-8	0.1	-2
CCC(C)C1N=C2c3ccccc3N=C(SCC(=O)NCc3ccc(C)cc3)N2C1=O (configuration not stated)	-1.7	6	0.1	8
COc1cc(OC)c(OC)cc1/C=C/C1=CCN(C)CC1	0.0	9	-0.1	6
O=C(Nc1ncn[nH]1)c1ccc(Cl)c(S(=O)(=O)N2CCCCC2)c1	-1.1	-1	-0.1	-4
COc1ccc(/C(C#N)=C/c2cccc(O)c2)cc1OC	0.3	-3	-0.1	-14
COc1ccc(C[C@@H]2NC(=O)[C@H]3CN(C(=O)c4cccc5ccccc45)CCN3C2=O)cc1	1.7	12	0.0	0
CCCCC(=O)NC(=O)NNCc1ccccc1	-0.3	5	0.2	8
CCOC(=O)C1=C(C)N=c2s/c(=C\c3cn(-c4ccccc4)nc3-c3ccc(Cl)cc3)c(=O)n2C1c1cccc([N+](=O)[O-])c1 (configuration not stated)	0.6	11	0.2	9
Cc1sc2ncnc(SCC(=O)c3ccc(O)cc3O)c2c1C	0.6	-8	0.0	8
Cc1cc(=O)n2nc(N3CCCC3C(=O)NCCc3ccccc3)sc2n1 (configuration not stated)	2.3	-2	0.2	-2
CC(=O)c1ccc(N2C(=O)C3C4C=CC(C4=C(C)C)C3C2=O)cc1 (configuration not stated)	0.9	-13	0.7	-2
CCOC(=O)c1ccccc1NC(=O)c1ccc(I)cc1	-0.6	11	0.2	12
CC(C)n1cnc2c(NCCc3ccc(O)cc3)nc(-c3ccc(C(N)=O)cc3)nc21	-0.9	15	0.1	52*
N#Cc1c(NC(=O)CSc2nnnn2-c2ccccc2F)sc2c1CCCC2	-0.7	-2	-0.3	10
OCCC1CN(Cc2cnc(-c3ccc(Cl)cc3)nc2)CCN1Cc1ccsc1 (configuration not stated)	-0.6	20	0.1	24
COc1ccc(-c2nccnc2NS(=O)(=O)c2ccc3ccccc3c2)cc1	-0.1	20	-0.3	-1
CCn1cc(CNc2nc3nonc3nc2N2CCCCCC2)cn1	0.2	-9	0.0	-13
CC1=CC2=NC(=O)/C(=C\c3ccc(C)o3)C(=N)N2O1	1.0	8	0.0	1
COc1ccc(CCNC(=O)C2CCN(c3ccc(Nc4ccnn4C)nn3)CC2)cc1	0.2	8	0.1	7

Next part, overlapping the part above by six compounds.
SMILES	GPR151 activ	MITF primary	FBW7 act	TEAD-YAP inh
N#Cc1c(NC(=O)CSc2nnnn2-c2ccccc2F)sc2c1CCCC2	-0.7	-2	-0.3	10
OCCC1CN(Cc2cnc(-c3ccc(Cl)cc3)nc2)CCN1Cc1ccsc1 (configuration not stated)	-0.6	20	0.1	24
COc1ccc(-c2nccnc2NS(=O)(=O)c2ccc3ccccc3c2)cc1	-0.1	20	-0.3	-1
CCn1cc(CNc2nc3nonc3nc2N2CCCCCC2)cn1	0.2	-9	0.0	-13
CC1=CC2=NC(=O)/C(=C\c3ccc(C)o3)C(=N)N2O1	1.0	8	0.0	1
COc1ccc(CCNC(=O)C2CCN(c3ccc(Nc4ccnn4C)nn3)CC2)cc1	0.2	8	0.1	7
Cc1ccc(Cn2c(=N)c(C(=O)NCc3ccco3)cc3c(=O)n4ccccc4nc32)cc1	-1.1	16	1.3	2
O=C(c1cc2cccnc2n(Cc2ccccc2F)c1=O)N(Cc1ccccc1)Cc1ccccc1	-0.1	12	1.1	8
COc1cc2nc(Nc3ccc4ncccc4c3)nc(N)c2cc1OC	2.5	2	0.0	4
COc1ccc(NC(C)=O)cc1S(=O)(=O)NCCC(c1ccccc1)c1ccccc1	1.5	3	-0.1	14
Cc1cc(C)c2oc(-c3cc(NC(=O)c4ccc(-c5ccc(Cl)cc5)o4)ccc3Cl)nc2c1	1.8	1	-0.4	-2
COC(=O)Nc1nc(CC(=O)N2CCN(c3cc(Cl)ccc3C)CC2)cs1	1.5	5	-0.1	-7
COc1ccc(-c2nc(NC3CC3)c3ncn(-c4ccccc4)c3n2)cc1	-0.2	-11	0.0	4
O=C(Cc1ccc(N2CCC(NCC3COCCO3)CC2)cc1)NCc1ccccc1 (configuration not stated)	0.1	-5	0.1	-4
Cc1nc2cc(-c3ccccc3)nn2c(C)c1CC(=O)NC1CCCCC1	1.4	4	-0.1	-6
O=C(c1cccc(N2C(=O)C3C4C=CC(C4)C3C2=O)c1)N1CC=C(c2ccccc2)CC1 (configuration not stated)	-1.9	-1	0.3	2
COc1cccc(NC(=O)CN(C)CC(=O)Nc2ccc(-c3ccccc3)cc2)c1	0.7	-1	-0.4	-7
COc1cc(OC)c(CNc2ccc(OC(F)(F)F)cc2)cc1Br	0.3	2	-0.1	3
CN(C1=C(Cl)C(=O)N(c2ccccc2)C1=O)c1ccccc1	0.8	6	0.0	-1
O=C(Cn1c(=O)oc2ccccc21)NCc1cccc(F)c1	9.5*	11	0.0	-3
COc1ccccc1CNC(=O)c1ccc2c(c1)nc(C)n2-c1ccccc1OC	1.2	-5	-0.1	2
COc1ccc(CNS(=O)(=O)c2ccc(F)c(C(=O)Nc3ccc(F)c(Cl)c3)c2)cc1	0.1	-3	-0.1	-10
CC(=O)NCC(=O)N(Cc1cccs1)C1(C(=O)NC2CCCC2)CCCCC1	0.8	3	0.0	-2
Cc1sc2ncnc(SCC(=O)NC(N)=O)c2c1C	0.8	2	0.2	-5
COc1cccc(-c2cc(C(=O)O)c3c(-c4ccc([N+](=O)[O-])cc4)[nH]nc3n2)c1	0.8	4	0.0	8
COc1ccc(CN2CCNC(=O)C2CC(=O)N(C)CCOc2ccccc2)cc1OC (configuration not stated)	-0.8	21	0.0	-20
COCCCNC(=O)CC(NS(=O)(=O)c1ccc(F)cc1)c1ccc(OC)cc1 (configuration not stated)	-1.5	8	-0.1	3
CCC(C(=O)Nc1ccccc1NC(C)=O)c1ccccc1 (configuration not stated)	-0.7	-17	-0.1	-4
O=C1N/C(=C\c2ccc(Cl)cc2)C(=O)N1Cc1ccc(Cl)cc1	-1.1	14	0.7	18
COc1ccccc1OCCOc1cccc(-c2nc3sc4c(c3c(=O)[nH]2)CCCC4)c1	1.6	-8	-0.1	-30
COc1ccc(CNC(=S)Nc2ccc(Cl)c(Cl)c2)cc1	-0.1	10	0.1	2
CC(=O)c1ccc(-n2c(=O)c(C#N)cc3c(=O)n4ccccc4nc32)cc1	0.1	8	0.0	-5
Cc1c(CN2CCC(c3[nH]ncc3-c3ccc4ccccc4c3)CC2)cnn1C	-0.6	1	0.0	0
O=C(c1sc2c3ccccc3nc[n+]2c1O)C(F)(F)F	0.0	4	-0.1	-29
COc1ccc(-c2noc(CNS(=O)(=O)c3ccc(C)cc3)n2)cc1	2.1	32	0.0	-7
C=CCN(CC=C)C(=O)Nc1cccc(C(C)=O)c1	-0.8	12	0.1	7
COC(=O)CSc1nnc(Nc2ccccc2F)s1	-11	0	0.0	2
COc1ccccc1OCC#CCNCC1CCCO1 (configuration not stated)	-0.7	2	-0.1	0
Cc1ccccc1CSC1=NCCN1S(C)(=O)=O	1.5	4	-0.1	-8
Cc1cccc(C2C3=C(CCCC3=O)Nc3nc(-c4ccc(O)cc4)nn32)c1 (configuration not stated)	0.1	-13	0.0	-15
CCN(CC)S(=O)(=O)c1ccc(/C=C/C(=O)Nc2ccccc2N2CCOCC2)cc1	-0.2	22	0.0	-4
CN(C)C(=O)CSc1nc2ccc(Cl)cc2o1	-0.7	-13	-0.2	-81
N#Cc1ccc(CN2C(=O)CC3(CCCC3)C2=O)cc1	0.5	-12	0.1	2
CN1CCN(C(=O)c2csc(-c3cc4ccccc4[nH]3)n2)CC1	-0.8	14	0.1	-16
COc1cccc(N/C=C(\C#N)c2nc(-c3ccccc3)cs2)c1	-1.3	10	0.2	9
Cc1nc2nc(=S)[nH]n2c(C)c1CCC(=O)O	0.2	5	0.2	4
Cc1n[nH]c(C)c1C(=O)CC1(O)C(=O)Nc2ccc(Br)cc21 (configuration not stated)	-0.6	7	0.2	-14
CCOC(=O)Cn1cnc2sc3c(c2c1=O)CCCC3	-0.5	6	-0.1	-9
COC(=O)COc1ccc(S(=O)(=O)Nc2ccc3c(c2)OCO3)cc1Cl	0.1	2	0.0	0
O=C(Nc1cc(-c2nnc(-c3ccccc3)o2)cc(-c2nnc(-c3ccccc3)o2)c1)c1ccc([N+](=O)[O-])cc1	0.4	5	0.0	6
Cc1ccnc(Nc2ccc(NCCNC(=O)C3CCCC3)nn2)c1	1.6	30	-1.2	-3
COCCCNc1nccn2c(-c3ccc(OC(F)(F)F)cc3)cnc12	-0.9	19	-0.5	-6
Cc1cc(C)nc(SCC(=O)N/N=C\c2ccccc2Br)n1	-1.8	-10	0.6	-7
COc1ccc(C2=NN(C(=O)c3cccs3)C(c3ccccc3Cl)C2)cc1 (configuration not stated)	0.2	3	0.0	-4
O=C(NCCO)C1CCN(C(=O)c2ccc(-c3ccccc3)cc2)CC1	-0.1	-10	-0.1	-9
CC(C)(C)c1ccc2oc(-c3ccc(N)cc3)nc2c1	-0.1	4	0.2	69*
COc1ccc2cc(CCNC(=O)c3cccc(F)c3)c(=O)[nH]c2c1	0.0	17	0.1	1
O=C(O)/C=C/C(=O)Nc1cc([N+](=O)[O-])ccc1O	0.5	-4	-0.1	-2
Cc1ccc(N2C(=O)CC(NCCc3ccccc3)C2=O)cc1Cl (configuration not stated)	0.3	-6	0.1	-11
Cc1ccc2c(c1)cc(CN1CCCC(c3nncn3C)C1)c(=O)n2Cc1cccc(F)c1 (configuration not stated)	-0.8	9	0.1	-7
CCN(CC)c1ccc(/C=N/NC(=O)Cc2ccc(Cl)cc2)c(O)c1	2.7	-1	-0.3	10
COc1cccc(CC2(C3CCN(Cc4cccnc4)CC3)NC(=O)N(C)C2=O)c1 (configuration not stated)	0.5	-5	0.1	-2

Reformatted field by field: four of the compounds above
Cc1n[nH]c(C)c1C(=O)CC1(O)C(=O)Nc2ccc(Br)cc21 (configuration not stated)
  GPR151 activ: -0.6
  MITF primary: 7
  FBW7 act: 0.2
  TEAD-YAP inh: -14
CCOC(=O)Cn1cnc2sc3c(c2c1=O)CCCC3
  GPR151 activ: -0.5
  MITF primary: 6
  FBW7 act: -0.1
  TEAD-YAP inh: -9
COC(=O)COc1ccc(S(=O)(=O)Nc2ccc3c(c2)OCO3)cc1Cl
  GPR151 activ: 0.1
  MITF primary: 2
  FBW7 act: 0.0
  TEAD-YAP inh: 0
O=C(Nc1cc(-c2nnc(-c3ccccc3)o2)cc(-c2nnc(-c3ccccc3)o2)c1)c1ccc([N+](=O)[O-])cc1
  GPR151 activ: 0.4
  MITF primary: 5
  FBW7 act: 0.0
  TEAD-YAP inh: 6

Entries shown so far that contain a furan ring, fused or not (3):
SMILES	GPR151 activ	MITF primary	FBW7 act	TEAD-YAP inh
CC1=CC2=NC(=O)/C(=C\c3ccc(C)o3)C(=N)N2O1	1.0	8	0.0	1
Cc1ccc(Cn2c(=N)c(C(=O)NCc3ccco3)cc3c(=O)n4ccccc4nc32)cc1	-1.1	16	1.3	2
Cc1cc(C)c2oc(-c3cc(NC(=O)c4ccc(-c5ccc(Cl)cc5)o4)ccc3Cl)nc2c1	1.8	1	-0.4	-2
